ADAM17 inh – inhibits human ADAM17; recombinant ADAM17, EDANS/DABCYL FRET peptide cleavage; inhibition, % at 6.95 µM; 370,000 compounds, 0.83% hits; AID 720648;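 active = inhibition above the mean of compounds lying between control limits plus 3 SD, set per campaign, cut at about 8.5% in these data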;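 note: 0% = DMSO-only wells as the low control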
Target sequence (P78536 215-824 limits assumed): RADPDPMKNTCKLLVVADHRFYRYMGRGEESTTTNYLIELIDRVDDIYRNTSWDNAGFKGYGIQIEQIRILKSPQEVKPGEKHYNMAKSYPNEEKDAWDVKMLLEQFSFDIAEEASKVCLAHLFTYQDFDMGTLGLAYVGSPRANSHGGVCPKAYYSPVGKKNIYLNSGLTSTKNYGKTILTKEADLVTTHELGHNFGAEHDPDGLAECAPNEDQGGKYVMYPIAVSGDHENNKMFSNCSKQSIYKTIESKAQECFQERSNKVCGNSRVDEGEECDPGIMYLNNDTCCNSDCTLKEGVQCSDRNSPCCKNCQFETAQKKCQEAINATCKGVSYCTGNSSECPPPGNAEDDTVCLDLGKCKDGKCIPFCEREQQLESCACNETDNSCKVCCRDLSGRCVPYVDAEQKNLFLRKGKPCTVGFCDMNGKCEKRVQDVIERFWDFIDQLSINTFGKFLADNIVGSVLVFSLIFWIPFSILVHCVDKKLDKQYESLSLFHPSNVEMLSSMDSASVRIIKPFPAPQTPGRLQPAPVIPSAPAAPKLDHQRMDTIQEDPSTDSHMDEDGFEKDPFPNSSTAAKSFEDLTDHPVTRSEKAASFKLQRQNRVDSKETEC
PLCb3 inh – inhibitors of human phospholipase C beta3; Q01970; Purified PLC-beta3, fluorogenic substrate, fluorescence; inhibition, % at 12.2 µM; 370,000 compounds, 0.18% hits; in the data active = inhibition above about 11%;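 note: 0% = median of compound wells on plate and 100% = full blocker control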
DAX1 inh-1 – DAX1 (NR0B1) inhibition, primary screen. AID 652010. inhibition, % at 6.8 µM. HEK293T StAR-luciferase reporter, SF-1/DAX-1 repression relief. 370,000 compounds, 1.1% hits;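 active = inhibition above the mean over all tested compounds plus 3 SD, cut at about 3.6% in these data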;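 note: 0% = DAX-1 cells with DMSO and 100% = cells lacking DAX-1 with DMSO; higher inhibition means more luminescence from relief of DAX-1 repression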
DAX1 inh-2 – inhibits human nuclear receptor DAX1; P51843; HEK293 Gal4-DAX1 luciferase reporter, luminescence; AID 504766; 340,000 compounds, 0.99% hits; inhibition, % at 6.75 µM;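 active = inhibition above the mean over all tested compounds plus 3 SD, cut at about 4.2% in these data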;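 note: 0% = DAX1-transfected cells with DMSO and 100% = empty-vector control cells with DMSO; inhibition shows as a rise in luminescence from relieved DAX1 repression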
Target sequence (P51843 207-470 limits assumed): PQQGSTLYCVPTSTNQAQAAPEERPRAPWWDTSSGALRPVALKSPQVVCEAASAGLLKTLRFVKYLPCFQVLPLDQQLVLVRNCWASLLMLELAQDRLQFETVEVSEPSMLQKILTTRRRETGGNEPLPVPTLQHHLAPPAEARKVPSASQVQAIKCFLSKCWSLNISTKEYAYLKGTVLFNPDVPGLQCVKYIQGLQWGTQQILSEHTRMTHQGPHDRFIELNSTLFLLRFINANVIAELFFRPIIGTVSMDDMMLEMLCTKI
sPLA2-III inh – Blocks human group III sPLA2 activity. Q9NZ20. QFRET BODIPY PC-A2 liposome hydrolysis, fluorescence. inhibition, % at 12.2 µM. 370,000 compounds, 0.56% hits. AID 743126;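 active = inhibition above mean plus 3 SD of compounds lying within the high and low control bounds, cut at about 19% in these data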;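 note: 0% = median of test compound wells and 100% = no enzyme DMSO wells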
hgDAF12 agonist – activates the H. glycines DAF-12 receptor ligand-binding domain; AID 687014; HEK293 GAL4-hgDAF12 UAS-luciferase reporter, agonist luminescence; normalized to butyrate control; 370,000 compounds, 1.8% hits; activation, % at 6.8 µM;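 active = activation above a cutoff set at the mean of all screened compounds plus 3 SD, cut at about 10% in these data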;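 note: 0% = DMSO wells and 100% = sodium butyrate wells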
ADAM10 inh – inhibitors of human ADAM10. inhibition, % at 7 µM. 370,000 compounds, 0.62% hits. AID 720582. recombinant ADAM10, EDANS/DABCYL FRET peptide cleavage, 3 h;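 active = inhibition above a per-campaign cutoff equal to the mean of compounds falling between control-based bounds plus 3 SD, cut at about 20% in these data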;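 note: 0% = DMSO wells while the 100% control is not disclosed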
FXN GAA850 act – increases GAA850 frataxin promoter reporter activity; HEK293 lucGAA850 FXN promoter luciferase reporter, 24 h; percent of 10 µM SAHA response; activation, % at 6 µM; 360,000 compounds, 0.56% hits; AID 540364;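 active = activation above the average of all compounds screened plus 3 SD, cutoff fixed separately per campaign, cut at about 7.5% in these data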;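 note: 0% = DMSO wells and 100% = 10 µM SAHA wells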
PLCg1 inh – blocks human PLC-gamma1 enzyme activity; 370,000 compounds, 0.84% hits; purified PLC-gamma1, fluorogenic substrate, fluorescence; P19174; inhibition, % at 12.2 µM; in the data active = inhibition above about 9.5%
ssDAF12 agonist – S. stercoralis DAF-12 activation, primary screen. 370,000 compounds, 1% hits. HEK293 ssDAF-12/GRIP1 lit1-tk-luc reporter, luminescence; % of 3 µM dafachronic acid response. activation, % at 6.8 µM;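 active = activation above the mean over all tested compounds plus 3 SD, cut at about 0.9% in these data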;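 note: 0% = DMSO-only wells and 100% = 3 µM delta7-dafachronic acid wells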
hcDAF-12 act – activates DAF-12 receptor from parasite H. contortus; HEK293 hcDAF-12 lit1-tk-luc reporter, luminescence; 0% DMSO, 100% Δ7-dafachronic acid; activation, % at 6.8 µM; 370,000 compounds, 1.4% hits; AID 652067;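 active = activation above the mean of all tested compounds plus 3 SD, cut at about 5.5% in these data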;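 note: 100% = response to 3 µM Δ7-dafachronic acid high control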
* marks the source's active call; other numbers are inactive results.

For CCc1nc(SCC(=O)c2cccc([N+](=O)[O-])c2)n[nH]1 the results were ADAM17 inh 3, PLCb3 inh 4, DAX1 inh-1 -0.4, DAX1 inh-2 0.0, sPLA2-III inh -25, hgDAF12 agonist 0.7, ADAM10 inh 9, FXN GAA850 act 1.7, PLCg1 inh 0, ssDAF12 agonist -1.0 and hcDAF-12 act 0.4.
For CC1=CC(C)(C)N(C(=O)CSc2nnc(-c3ccccc3)o2)c2ccc(C)cc21 the results were ADAM17 inh 1, PLCb3 inh -1, DAX1 inh-1 0.4, DAX1 inh-2 2.9, sPLA2-III inh 2, hgDAF12 agonist -3.7, ADAM10 inh 0, FXN GAA850 act 0.1, PLCg1 inh 0, ssDAF12 agonist -1.5 and hcDAF-12 act -1.4.
Screening CCOC(=O)CNC(=S)N(Cc1cccs1)C1CCCC1 returned ADAM17 inh -1, PLCb3 inh 0, DAX1 inh-1 -0.1, DAX1 inh-2 1.5, sPLA2-III inh 4, hgDAF12 agonist -0.7, ADAM10 inh -1, FXN GAA850 act 0.2, PLCg1 inh -3, ssDAF12 agonist -1.3 and hcDAF-12 act -1.4.
`COc1cc2nc(C3CCC3)n(NC(=O)C3CCC3)c(=O)c2cc1OC` gave ADAM17 inh -1, PLCb3 inh 5, DAX1 inh-1 0.4, DAX1 inh-2 0.5, sPLA2-III inh 3, hgDAF12 agonist 0.9, ADAM10 inh -6, FXN GAA850 act -2.9, PLCg1 inh 1, ssDAF12 agonist -0.4 and hcDAF-12 act -1.0.
Screening CCCCn1c(N)c(N(Cc2ccccc2OC)C(=O)COc2ccc(C)cc2)c(=O)[nH]c1=O returned ADAM17 inh -2, PLCb3 inh 0, DAX1 inh-1 -0.9, DAX1 inh-2 0.4, sPLA2-III inh 10, hgDAF12 agonist 2.2, ADAM10 inh -28, FXN GAA850 act -0.1, PLCg1 inh -6, ssDAF12 agonist -0.6 and hcDAF-12 act -1.5.
COCc1cccc(NC(=O)Cc2cccc3ccccc23)c1 was read as ADAM17 inh 5, PLCb3 inh 10, DAX1 inh-1 0.1, DAX1 inh-2 -1.5, sPLA2-III inh 3, hgDAF12 agonist 0.4, ADAM10 inh 8, FXN GAA850 act 1.1, PLCg1 inh 5, ssDAF12 agonist -0.5 and hcDAF-12 act -1.5.
For Cc1cccc2c(SCC(=O)NCC3CCCO3)nc(-c3ccc(F)cc3)nc12 (centres undefined) the results were ADAM17 inh -3, PLCb3 inh -1, DAX1 inh-1 -0.2, DAX1 inh-2 1.2, sPLA2-III inh 1, hgDAF12 agonist -1.3, ADAM10 inh -3, FXN GAA850 act 2.5, PLCg1 inh 1, ssDAF12 agonist -0.5 and hcDAF-12 act 0.3.
Screening COc1ccc(S(=O)(=O)NCCc2ccncc2)cc1 returned ADAM17 inh 2, PLCb3 inh 2, DAX1 inh-1 0.0, DAX1 inh-2 -0.3, sPLA2-III inh 3, hgDAF12 agonist -2.0, ADAM10 inh -4, FXN GAA850 act 0.3, PLCg1 inh 4, ssDAF12 agonist -1.3 and hcDAF-12 act 0.7.
Screening C[C@H]1Cn2cnc(C(=O)Nc3ccccc3)c2C(=O)N1 returned ADAM17 inh -3, PLCb3 inh -2, DAX1 inh-1 -2.0, DAX1 inh-2 0.1, sPLA2-III inh 4, hgDAF12 agonist -1.3, ADAM10 inh -19, FXN GAA850 act 0.9, PLCg1 inh -2, ssDAF12 agonist -1.8 and hcDAF-12 act 1.4.
Screening COc1ccc2[nH]c(=O)c(CN(CCN3CCCC3)C(=O)Nc3ccccc3Cl)cc2c1 returned ADAM17 inh -60, PLCb3 inh -38, DAX1 inh-1 0.4, DAX1 inh-2 0.0, sPLA2-III inh -14, hgDAF12 agonist 4.2, ADAM10 inh -208, FXN GAA850 act -11, PLCg1 inh -27, ssDAF12 agonist -0.8 and hcDAF-12 act 2.3.
For O=S(=O)(c1cccs1)N1CCN(c2ccc(Cl)cc2)CC1 the results were ADAM17 inh -1, PLCb3 inh -3, DAX1 inh-1 0.0, DAX1 inh-2 0.2, sPLA2-III inh 8, hgDAF12 agonist 0.1, ADAM10 inh -9, FXN GAA850 act 0.1, PLCg1 inh -2, ssDAF12 agonist -1.5 and hcDAF-12 act -0.7.
O=C(N/N=C/c1sc2ccccc2c1O)c1cccc2ccccc12 was read as ADAM17 inh 2, PLCb3 inh -29, DAX1 inh-1 -2.3, DAX1 inh-2 4.1, sPLA2-III inh 31*, hgDAF12 agonist -3.7, ADAM10 inh -5, FXN GAA850 act -2.4, PLCg1 inh -29, ssDAF12 agonist -1.3 and hcDAF-12 act 0.5.
`CCn1c(C)nc2cc(C(=O)NNC(=S)Nc3ccccc3)ccc21` gave ADAM17 inh 0, PLCb3 inh -4, DAX1 inh-1 2.6, DAX1 inh-2 0.9, sPLA2-III inh 16, hgDAF12 agonist 4.1, ADAM10 inh 0, FXN GAA850 act -2.2, PLCg1 inh -3, ssDAF12 agonist -1.6 and hcDAF-12 act -1.0.
For Cc1cc2oc(=O)cc(CN3CCCCC3)c2cc1O the results were ADAM17 inh -6, PLCb3 inh -19, DAX1 inh-1 -0.1, DAX1 inh-2 0.4, sPLA2-III inh -3, hgDAF12 agonist 2.1, ADAM10 inh 1, FXN GAA850 act 3.7, PLCg1 inh -11, ssDAF12 agonist 0.0 and hcDAF-12 act 0.0.
COc1ccc(/C=C/C(=O)NC(=S)Nc2ccc(S(=O)(=O)Nc3cc(C)on3)cc2)cc1 was read as ADAM17 inh -2, PLCb3 inh -6, DAX1 inh-1 0.0, DAX1 inh-2 -0.4, sPLA2-III inh -2, hgDAF12 agonist -0.1, ADAM10 inh 2, FXN GAA850 act 1.4, PLCg1 inh 2, ssDAF12 agonist -1.6 and hcDAF-12 act 3.6.

The final 2 records of the section before lead into the next.
For Cc1cc2oc(=O)cc(CN3CCCCC3)c2cc1O the results were ADAM17 inh -6, PLCb3 inh -19, DAX1 inh-1 -0.1, DAX1 inh-2 0.4, sPLA2-III inh -3, hgDAF12 agonist 2.1, ADAM10 inh 1, FXN GAA850 act 3.7, PLCg1 inh -11, ssDAF12 agonist 0.0 and hcDAF-12 act 0.0.
COc1ccc(/C=C/C(=O)NC(=S)Nc2ccc(S(=O)(=O)Nc3cc(C)on3)cc2)cc1 was read as ADAM17 inh -2, PLCb3 inh -6, DAX1 inh-1 0.0, DAX1 inh-2 -0.4, sPLA2-III inh -2, hgDAF12 agonist -0.1, ADAM10 inh 2, FXN GAA850 act 1.4, PLCg1 inh 2, ssDAF12 agonist -1.6 and hcDAF-12 act 3.6.
For COc1ccc(C)cc1NC(=O)C1CCCN(S(=O)(=O)c2ccc3[nH]c(=O)ccc3c2)C1 (centres undefined) the results were ADAM17 inh -3, PLCb3 inh -11, DAX1 inh-1 -0.5, DAX1 inh-2 -0.5, sPLA2-III inh 1, hgDAF12 agonist -2.1, ADAM10 inh -2, FXN GAA850 act 2.5, PLCg1 inh -5, ssDAF12 agonist -1.0 and hcDAF-12 act -0.7.
Cc1ccc(S(=O)(=O)N2CCCN(C(C)c3nc4ccccc4c(=O)[nH]3)CC2)cc1 (centres undefined) was read as ADAM17 inh -3, PLCb3 inh -3, DAX1 inh-1 -0.4, DAX1 inh-2 0.5, sPLA2-III inh -6, hgDAF12 agonist -1.0, ADAM10 inh -5, FXN GAA850 act -1.2, PLCg1 inh -1, ssDAF12 agonist -1.6 and hcDAF-12 act -1.8.
`NS(=O)(=O)c1ccc(NC(=S)N2CCc3ccccc32)cc1` gave ADAM17 inh 1, PLCb3 inh -5, DAX1 inh-1 -0.2, DAX1 inh-2 0.4, sPLA2-III inh 4, hgDAF12 agonist 0.0, ADAM10 inh 4, FXN GAA850 act 1.9, PLCg1 inh 5, ssDAF12 agonist -0.8 and hcDAF-12 act 1.9.
`N=c1oc2cc(O)ccc2cc1C(=O)Nc1nc2ccccc2s1` gave ADAM17 inh inactive, PLCb3 inh inactive, DAX1 inh-1 0.7, DAX1 inh-2 3.1, sPLA2-III inh 0, hgDAF12 agonist 1.0, ADAM10 inh inactive, FXN GAA850 act -0.7, PLCg1 inh inactive, ssDAF12 agonist -0.9 and hcDAF-12 act 7.2*.
For Cc1ccc(OCC(=O)N/N=C/C=C/c2ccco2)c(Br)c1 the results were ADAM17 inh -3, PLCb3 inh -23, DAX1 inh-1 0.1, DAX1 inh-2 -0.3, sPLA2-III inh -6, hgDAF12 agonist -2.6, ADAM10 inh 5, FXN GAA850 act 2.4, PLCg1 inh -17, ssDAF12 agonist -1.1 and hcDAF-12 act -1.4.
CCCCNS(=O)(=O)CC1NCc2ccc(C)cc21 (centres undefined) was read as ADAM17 inh -2, PLCb3 inh -8, DAX1 inh-1 -0.3, sPLA2-III inh 0, hgDAF12 agonist 3.0, ADAM10 inh -4, PLCg1 inh -7, ssDAF12 agonist -0.9 and hcDAF-12 act 1.9.
For COc1ccccc1C(=O)Nc1nnc(SCC(=O)NCC2CCCO2)s1 (centres undefined) the results were ADAM17 inh -2, PLCb3 inh -12, DAX1 inh-1 10*, DAX1 inh-2 1.3, sPLA2-III inh 8, hgDAF12 agonist 11*, ADAM10 inh 0, FXN GAA850 act 3.6, PLCg1 inh -3, ssDAF12 agonist -0.7 and hcDAF-12 act 4.6.
O=C(N/N=C/c1cc2ccccc2nc1Cl)/C(=C/c1cccs1)NC(=O)c1ccccc1 was read as ADAM17 inh 2, PLCb3 inh -15, DAX1 inh-1 -0.6, DAX1 inh-2 -1.6, sPLA2-III inh -2, hgDAF12 agonist -1.8, ADAM10 inh -23, FXN GAA850 act 0.1, PLCg1 inh -11, ssDAF12 agonist -1.0 and hcDAF-12 act -0.8.
For Cc1nn(C)c(C)c1S(=O)(=O)N1CCC(C(=O)Nc2ccc3c(c2)OCCO3)CC1 the results were ADAM17 inh -2, PLCb3 inh 2, DAX1 inh-1 -2.4, DAX1 inh-2 2.4, sPLA2-III inh 3, hgDAF12 agonist -7.7, ADAM10 inh -3, FXN GAA850 act -7.7, PLCg1 inh -2, ssDAF12 agonist -2.2 and hcDAF-12 act -4.3.
Screening Cc1cccc(-c2ncc(CN3CCN(CCC(C)C)C(CCO)C3)cn2)c1 (centres undefined) returned ADAM17 inh 1, PLCb3 inh 3, DAX1 inh-1 -0.8, DAX1 inh-2 -0.7, sPLA2-III inh -8, hgDAF12 agonist -0.5, ADAM10 inh -8, FXN GAA850 act -0.7, PLCg1 inh 4, ssDAF12 agonist -1.4 and hcDAF-12 act -2.2.
Screening CC(C)c1ccc(NC(=O)C2(C)Cc3c(-c4cccc(C(F)(F)F)c4)ccnc3O2)cc1 (centres undefined) returned ADAM17 inh 1, PLCb3 inh -5, DAX1 inh-1 -0.6, sPLA2-III inh -6, hgDAF12 agonist 3.5, ADAM10 inh 0, FXN GAA850 act 1.1, PLCg1 inh 0, ssDAF12 agonist -1.0 and hcDAF-12 act -0.7.
Screening CNC(=O)C1CC(=O)N(c2ccc(OCC(=O)Nc3ccccc3C)cc2)C1 (centres undefined) returned ADAM17 inh -2, PLCb3 inh 5, DAX1 inh-1 1.0, DAX1 inh-2 -0.6, sPLA2-III inh -2, hgDAF12 agonist 2.3, ADAM10 inh -2, FXN GAA850 act 1.5, PLCg1 inh -3, ssDAF12 agonist -0.4 and hcDAF-12 act 0.4.
